Screening data (PubChem BioAssay)
NRP1-CendR mod = modulators of CendR peptide binding to NRP-1, primary screen, biochemical, fluorescence polarization, uHTS | FAM-RPARPAR peptide binding to NRP-1 | inhibition, % at 25 µM | hit rate 0.85% among 360,000 | AID 602438, 2012;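 active = inhibition or corrected inhibition above about 18%, plus a signal ratio from 0.5 to 1.5, limit read from the data, passing the limit was not always enough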; also: strong numbers were not always called active
DNMT1 block = human DNMT1 methyltransferase inhibitors, primary screen, biochemical, molecular beacon, fluorescence, HinP1I cleavage, uHTS. DNA (cytosine-5)-methyltransferase 1 (Homo sapiens), P26358. inhibition (reported as % activation of signal), % at 10 µM. hit rate 0.83% among 360,000; in the data active = inhibition above about 50%
SKN-1 block = suppressors of acrylamide-induced Pgst-4::GFP reporter in worms, primary screen, SKN-1 inhibitor project, whole organism, uHTS, GFP/RFP fluorescence ratio, strain VP596; C. elegans VP596 Pgst-4::GFP/RFP ratio, 24 h; inhibition, % at 21.8 µM; hit rate 0.49% among 360,000; AID 624304, 2012;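 active = interference check ratio from 0.5 to 1.5 plus GFP to RFP signal ratio inhibition reaching or exceeding a fixed threshold, cut at about 30% in these data, passing the limit was not always enough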; also: some compounds called inactive have numbers as strong as hits
Tb MetRS inh = T. brucei MetRS inhibitors, primary screen, biochemical, luminescence; methionyl-tRNA synthetase (Trypanosoma brucei brucei); purified T. brucei MetRS, ATP depletion, Kinase-Glo luminescence; inhibition, % at 11.9 µM; hit rate 0.4% among 360,000; AID 624268, 2012;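 active = inhibition above a per-plate cutoff of the control wells' mean inhibition plus 3 SD, cut at about 5.5% in these data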;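 also: 0% = DMSO wells median and 100% = median of wells with control inhibitor compound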
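technique = Kinase-Glo luminescence, ATP depletion format | system = purified MetRS (methionyl-tRNA synthetase) enzyme from Trypanosoma brucei | timing = 15 min preincubation, 2 h reaction, all 25 °C | evaluation = percent inhibition versus plate control medians | dosing = single dose, 11.9 µM final nominal, 0.9% final DMSO | also added = substrates ATP, L-methionine and bulk Escherichia coli tRNA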
SUMO1 PPI mod = modulators of SUMO1 protein-protein interactions, primary screen, biochemical, uHTS; Small ubiquitin-related modifier 1 (Homo sapiens), P63165; SUMO1 binding to a labelled peptide, TR-FRET, 1 h; inhibition, % at 20 µM; hit rate 0.33% among 360,000; AID 602429, 2012; in the data active = inhibition above about 37%
STEP block = STEP phosphatase inhibitors, primary screen, biochemical, fluorescence intensity, uHTS; inhibition, % at 20 µM; Tyrosine-protein phosphatase non-receptor type 5 (Homo sapiens), P54829; hit rate 0.25% among 360,000; AID 588621, 2011; recombinant STEP, OMFP fluorogenic substrate;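 active = inhibition at 20 µM, scaled per plate between control wells, above about 37%, limit read from the data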;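 also: 0% = DMSO with enzyme and substrate and 100% = substrate only without enzyme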
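Material: STEP (striatal-enriched tyrosine phosphatase) enzyme, cell-free | Medium: 50 mM Bis-Tris pH 6.0 with 2.5 mM DTT and 0.005% Tween 20 | Read-out: Percent inhibition scaled to no-enzyme and uninhibited-enzyme controls, plate-pattern corrected | Signal: Fluorescence read at 480 nm ex / 540 nm em | Times: 20 min reaction, room temperature, in the dark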
LMPTP block = LMPTP phosphatase inhibitors, primary screen, biochemical, fluorescence intensity, uHTS | hit rate 0.22% among 360,000 | recombinant LMPTP-A, OMFP fluorogenic substrate | inhibition, % at 20 µM | Low molecular weight phosphotyrosine protein phosphatase (Homo sapiens), P24666 | AID 651560, 2012;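 active = compounds that cut the enzyme signal by at least half of the control window in the single-dose screen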;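 also: plate controls were DMSO wells with enzyme plus substrate for no effect and substrate without enzyme for full effect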
Target sequence (P24666 whole entry, looked up): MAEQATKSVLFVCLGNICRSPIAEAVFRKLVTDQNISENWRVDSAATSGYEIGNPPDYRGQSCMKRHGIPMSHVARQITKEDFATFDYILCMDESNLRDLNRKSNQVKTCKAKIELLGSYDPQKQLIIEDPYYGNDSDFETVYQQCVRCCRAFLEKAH
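Assay system: LMPTP-A phosphatase enzyme | Input: 0.625 nM enzyme | Also added: Fluorogenic phosphatase substrate OMFP at 400 µM final | Compound dosing: One test concentration per compound, 20 µM, with 3% DMSO overall | Schedule: 50 min enzyme reaction at room temperature, protected from light | Signal: Fluorescence intensity | Benchmarks: no-enzyme and uninhibited controls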
Scp1 inh = Scp-1 phosphatase inhibitors, primary screen, biochemical, colorimetric, uHTS. Carboxy-terminal domain RNA polymerase II polypeptide A small phosphatase 1 (Homo …. Recombinant Scp1, phosphopeptide, malachite green phosphate absorbance. inhibition, % at 20 µM. hit rate 0.88% among 340,000. AID 493091, 2011;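 active = inhibition above about 50% at 20 µM, limit read from the data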;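 also: plate controls were DMSO wells with enzyme for no effect and wells lacking enzyme for full effect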
Target sequence (Q9GZU7 76-261 limits assumed): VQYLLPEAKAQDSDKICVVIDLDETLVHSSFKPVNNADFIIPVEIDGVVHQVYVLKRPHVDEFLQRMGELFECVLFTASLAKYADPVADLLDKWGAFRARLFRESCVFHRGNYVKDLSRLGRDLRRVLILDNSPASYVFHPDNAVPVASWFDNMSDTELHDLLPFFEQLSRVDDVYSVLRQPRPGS
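System: SCP-1 catalytic domain; Reagent: Phospho 17-mer peptide substrate; Doses: one concentration, 20 µM, with 1.0% DMSO; Incubation: 45 min room-temperature reaction, 5 min colour, 30 min stabiliser; Signal: Phosphate-binding colour reagent, absorbance read at 630 nm.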
NadD inh = inhibitors of S. aureus NadD, primary screen, biochemical, colorimetric, uHTS; Nicotinate-nucleotide adenylyltransferase NadD (Staphylococcus aureus N315); purified NadD enzyme, colorimetric absorbance read-out; inhibition, % at 20 µM; hit rate 0.78% among 360,000; AID 602399, 2012; in the data active = inhibition above about 26%; also: some compounds past the cut are filed as inactive
Neddyl block = inhibitors of cullin neddylation, primary screen, biochemical, TR-FRET, uHTS, NAE and Ubc12 | AID 651699, 2012 | NEDD8-conjugating enzyme Ubc12 (Homo sapiens) + NEDD8-activating enzyme E1 regulatory … | calls only at 25 µM | hit rate 0.58% among 360,000; in the data active = inhibition above about 36%
Target sequence (P61081 whole entry, looked up): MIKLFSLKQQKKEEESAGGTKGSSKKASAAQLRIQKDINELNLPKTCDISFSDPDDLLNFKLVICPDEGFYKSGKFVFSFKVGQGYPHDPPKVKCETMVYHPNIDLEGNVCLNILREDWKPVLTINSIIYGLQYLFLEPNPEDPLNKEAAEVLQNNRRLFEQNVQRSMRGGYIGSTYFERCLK
Target sequence (Q13564 whole entry, looked up): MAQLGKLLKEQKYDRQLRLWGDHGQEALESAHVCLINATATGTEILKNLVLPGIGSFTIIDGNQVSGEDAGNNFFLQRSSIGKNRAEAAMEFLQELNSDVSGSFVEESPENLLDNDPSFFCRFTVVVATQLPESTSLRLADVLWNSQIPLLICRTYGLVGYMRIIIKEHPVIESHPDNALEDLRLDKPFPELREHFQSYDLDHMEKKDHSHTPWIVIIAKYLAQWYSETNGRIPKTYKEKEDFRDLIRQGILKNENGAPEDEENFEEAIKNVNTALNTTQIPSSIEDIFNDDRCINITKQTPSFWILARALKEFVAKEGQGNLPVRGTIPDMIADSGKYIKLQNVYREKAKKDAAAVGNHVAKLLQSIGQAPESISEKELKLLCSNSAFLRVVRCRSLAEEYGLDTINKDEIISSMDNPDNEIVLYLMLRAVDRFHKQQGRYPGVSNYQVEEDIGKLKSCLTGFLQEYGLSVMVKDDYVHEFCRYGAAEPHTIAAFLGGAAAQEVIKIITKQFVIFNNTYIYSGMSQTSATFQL
* = called active by the depositor; i = inactive; · = no result given.

SMILES | NRP1-CendR mod | DNMT1 block | SKN-1 block | Tb MetRS inh | SUMO1 PPI mod | STEP block | LMPTP block | Scp1 inh | NadD inh | Neddyl block
CCOC(=O)Cc1csc(SCC(=O)N2CCN(c3ccccc3)CC2)n1 | -7.5 | -0.2 | 19.2 | -0.2 | -2.2 | 0.4 | 1.9 | -2.7 | 6.3 | i
COc1ccc(CCNC(=O)CSc2nnc(CNC(=O)c3ccccc3F)o2)cc1OC | 11.6 | 2.1 | 18.6 | -0.1 | -5.2 | -3.0 | -0.1 | -4.7 | 1.3 | i
CC(C)c1ccc(/C=C(\NC(=O)c2ccccc2)C(=O)NCCCN2CCOCC2)cc1 | 2.6 | 1.2 | -7.8 | 0.0 | -4.7 | 0.3 | -0.9 | -10.8 | -7.3 | i
COCCN1C(=O)C(=O)/C(=C(/O)c2ccc(S(=O)(=O)N3CCCCC3)cc2)C1c1ccc(OC)cc1 (centres undefined) | 3.8 | 0.2 | 5.0 | -0.8 | -16.8 | 1.5 | -1.3 | 1.1 | 6.1 | i
COCc1cccc(-c2csc(C(O)c3ccc(F)cc3)n2)c1 (centres undefined) | -4.0 | 4.3 | 12.5 | -0.3 | 4.0 | 2.3 | 1.3 | · | 2.9 | i
CC(=O)Nc1cccc(NC(=O)CSc2nnc3ccc(-c4ccccn4)nn23)c1 | -0.8 | -0.8 | 4.6 | -0.2 | -22.0 | 1.3 | -0.2 | -3.8 | 2.1 | i
CCCn1c(N2CCN(CC(=O)c3c[nH]c4ccccc34)CC2)nc2c1c(=O)[nH]c(=O)n2C | -15.0 | -7.2 | 22.9 | -0.9 | 1.3 | -1.7 | -2.8 | 99.1* | 18.5 | i
O=C(O)CCC(=O)NNC(=O)CCC(=O)Nc1ccccc1 | 14.9 | 7.8 | 7.3 | -0.8 | -0.1 | 3.2 | -0.6 | 6.6 | 3.0 | i
Cc1cc(C)c(C)c(Cn2c(CO)nc3ccccc32)c1C | 5.6 | 1.3 | -2.4 | 0.9 | -1.7 | 1.3 | 2.7 | 2.6 | -1.7 | i
CCOC(=O)C1=C(C)C(c2ccccc2)NC(=S)N1 (centres undefined) | -7.4 | -3.4 | 0.7 | 0.1 | -1.5 | 4.0 | -1.1 | -9.7 | -3.6 | i
C/C(=N\NC(=O)c1ccccc1O)C1CC1 | 9.5 | -0.4 | -4.3 | 0.2 | -0.7 | -1.1 | -0.2 | -3.8 | -1.4 | i
CCCN(CC(=O)Nc1ccccc1OC)C(=O)CNC(=O)c1ccc(C)s1 | -5.9 | 2.9 | -9.8 | -0.3 | 2.6 | -2.0 | -1.0 | -3.8 | -4.6 | i
COC(=O)c1ccc(-c2noc(CN(C)CCC3CCCCO3)n2)cc1 (centres undefined) | -2.1 | -1.4 | -8.8 | -0.4 | 0.2 | 0.6 | 0.9 | -7.3 | -4.6 | i
CC(C)N(Cc1cc2ccccc2[nH]c1=O)C(=O)C(C)(C)C | 3.3 | 2.1 | -10.5 | -1.0 | 5.8 | -0.9 | 0.5 | -7.0 | -4.4 | i
C/C(=C\C(=O)c1ccc(Br)cc1)N1CCCCC1 | 6.3 | 1.4 | 12.6 | 0.2 | -2.9 | 0.2 | 0.4 | -5.9 | 2.4 | i
CC(=O)N1CCN(S(=O)(=O)c2cccc(C(=O)N3CCN(S(=O)(=O)c4c(C)c(C)cc(C)c4C)CC3)c2)CC1 | -3.9 | -3.6 | 19.1 | -0.3 | -4.0 | -1.7 | -0.4 | · | -0.4 | i
O=C(NNC(=O)c1cc(Cl)ccc1O)c1cccs1 | 9.2 | 2.8 | 3.5 | -0.2 | 5.9 | -1.5 | -1.5 | -6.4 | 0.0 | i
O=C(CN1CCN(S(=O)(=O)c2ccc(Cl)cc2)CC1)NC1CC1 | 5.7 | -0.5 | -1.2 | -0.3 | 21.6 | -1.7 | -1.9 | -4.0 | 3.3 | i
O=C(Oc1ccccc1)N1CCOCC1 | -8.2 | 3.4 | 16.0 | -2.2 | 2.2 | -1.1 | -1.1 | -11.7 | -5.3 | i
Cc1csc(NC(=O)[C@@H](NC(=O)c2ccccc2)C(C)C)n1 | 5.7 | 1.6 | 12.4 | -0.3 | -1.0 | -0.4 | -0.6 | -0.2 | 3.9 | i
CCOc1ccc2[nH]c(=O)c(CN(CC3COCCO3)C(=O)c3ccco3)cc2c1 (centres undefined) | 3.6 | 2.6 | 16.8 | -1.2 | -2.3 | 5.0 | -1.2 | 6.3 | -8.7 | i
Cc1ccc(NC(=O)c2nc[nH]c2C(=O)NCCN(CCNC(=O)c2[nH]cnc2C(=O)Nc2ccc(C)cc2)CCNC(=O)c2[nH]cnc2C(=O)Nc2ccc(C)cc2)cc1 | 10.6 | -38.2 | 12.4 | -0.3 | 0.9 | -3.7 | 0.7 | 1.7 | 37.9* | i
O=C(C1CCCCC1)N1C[C@@H](O)[C@H](n2cc(C3CC3)nn2)C[C@@H]1c1ccccc1 | 1.7 | 6.8 | -2.1 | 0.1 | -2.9 | 2.7 | -0.5 | · | -1.8 | i
O=C(CSc1ncn[nH]1)Nc1ccc(Cl)c(S(=O)(=O)N2CCOCC2)c1 | 1.2 | -1.3 | 7.1 | -0.3 | -0.2 | -0.4 | -1.6 | 4.2 | 7.5 | i
C=CCNC(=O)c1cc(C(=O)C(C)c2ncc(C(F)(F)F)cc2Cl)c[nH]1 (centres undefined) | -4.3 | 1.7 | 6.0 | -0.2 | 2.9 | 0.0 | -0.5 | 1.4 | 5.5 | i

Of the compounds above, these contain a thiophene ring, fused or not:
SMILES | NRP1-CendR mod | DNMT1 block | SKN-1 block | Tb MetRS inh | SUMO1 PPI mod | STEP block | LMPTP block | Scp1 inh | NadD inh | Neddyl block
CCCN(CC(=O)Nc1ccccc1OC)C(=O)CNC(=O)c1ccc(C)s1 | -5.9 | 2.9 | -9.8 | -0.3 | 2.6 | -2.0 | -1.0 | -3.8 | -4.6 | i
O=C(NNC(=O)c1cc(Cl)ccc1O)c1cccs1 | 9.2 | 2.8 | 3.5 | -0.2 | 5.9 | -1.5 | -1.5 | -6.4 | 0.0 | i

The listing continues:
SMILES | NRP1-CendR mod | DNMT1 block | SKN-1 block | Tb MetRS inh | SUMO1 PPI mod | STEP block | LMPTP block | Scp1 inh | NadD inh | Neddyl block
CCc1ccc(OCC(=O)NC(=S)Nc2ccc(Br)c(C)n2)cc1 | 2.2 | 7.1 | 1.9 | -0.5 | 3.1 | 0.4 | -2.3 | -2.8 | 8.8 | i
CCN(CC(=O)Nc1ccc2c(c1)OCCO2)C(=O)c1ccccc1Br | -6.6 | -2.5 | -8.5 | 0.5 | -2.7 | 3.4 | 1.1 | -0.1 | 1.0 | i
Cc1cccc(NC(=O)COC(=O)c2nn(C)c(=O)c3ccccc23)c1C | -8.4 | -0.9 | 2.0 | -0.2 | -7.9 | -2.5 | -0.4 | -2.7 | -1.5 | i
COC(=O)c1cccc(NC(=O)CSc2nnc(C3CC3)n2C)c1 | 7.8 | 2.7 | 3.8 | 0.5 | 3.4 | 1.3 | -1.1 | -4.8 | -1.8 | i
CC(C)(C)N1C(=O)Cc2c1nc(N)c1c(N)nc(N3CCCCC3CO)c(C#N)c21 (centres undefined) | 7.4 | 6.2 | -2.8 | -0.5 | 50.1* | 11.6 | 28.0 | 9.4 | 36.6* | i
CCc1cc(=O)oc2cc(C)cc(OCC(=O)NC(Cc3ccc(Cl)cc3)C(=O)O)c12 (centres undefined) | -6.5 | -1.7 | -2.1 | -0.5 | 0.1 | -2.9 | -1.0 | 17.6 | 0.0 | ·
CCCCOc1cccc(-c2nnc(NC(=O)CSc3ccc(C)cc3)s2)c1 | -7.2 | 33.9 | 1.9 | -0.6 | 0.2 | 4.1 | -0.4 | -2.6 | 5.9 | i
CC(=O)c1ccc(Nc2ccc(-c3ccccc3C)nn2)cc1 | -24.0 | -9.1 | 6.0 | -0.7 | 1.1 | -3.0 | 1.2 | 6.4 | 1.4 | i
CN(C)C(=O)c1cccc(-c2cccc(-c3nc(C(=O)NCc4ccccc4)cc4c3[C@@H](CCO)N(S(=O)C(C)(C)C)C4)c2)c1 (some centres undefined) | 8.5 | 1.5 | -6.4 | 0.2 | 3.9 | 0.0 | -0.8 | · | -12.3 | i
Cc1cccc(NC(=O)CN2CCC(C(=O)c3ccc4c(c3)OCCO4)CC2)c1 | -8.9 | -3.0 | 33.0 | -0.3 | -2.5 | 0.1 | 0.7 | -3.0 | -0.4 | i
Cc1ccccc1-c1cc(C(=O)NCc2ccc3c(c2)OCO3)n(CC2CC(c3cccnc3)=NO2)n1 (centres undefined) | 24.4 | -3.9 | 2.2 | -0.6 | 4.3 | 2.7 | -2.2 | 0.8 | 3.3 | i
O=C(NC1CCCCC1)N1CCC(n2cnc3ccccc32)CC1 | -9.0 | 2.5 | -14.1 | -0.6 | 0.4 | 0.8 | -5.3 | -2.3 | 0.2 | i
Fc1ccc(CNC(=S)Nc2ccc(Cl)cc2)cc1 | 9.4 | -5.5 | -0.4 | 0.2 | 0.6 | -6.2 | 0.0 | -12.7 | -1.9 | i
O=C1CC2(CCN(C(=O)c3ccc(F)c(F)c3)CC2)Oc2ccccc21 | -9.6 | 1.1 | 17.8 | -0.6 | -2.3 | -1.1 | 0.0 | 1.2 | -4.1 | i
CN(C)C(=O)c1nc(C#N)c(N(C)C)o1 | 3.9 | 1.9 | 1.8 | -1.9 | -1.2 | -2.5 | -1.4 | -2.5 | -3.8 | i
Cc1c(CC(=O)O)c(=O)oc2cc3occ(-c4ccc(F)cc4)c3cc12 | 23.7 | 1.8 | -10.8 | -0.7 | 7.2 | -0.6 | -1.8 | -2.8 | -3.2 | i
O=C(CCC1CCN(Cc2ccc(Cl)cc2)CC1)NC1CC1 | -0.7 | -1.0 | 2.3 | -0.2 | 0.3 | -0.3 | -0.4 | 0.4 | -1.9 | i
CS(=O)(=O)N(CC(=O)N1CCOCC1)Cc1ccccc1 | -14.3 | -0.1 | 9.8 | -0.3 | -1.0 | -1.3 | 0.0 | 0.3 | 1.2 | i
